SV40 large T antigen: SV40 large T antigen inhibitors, biochemical (AID 1903). SV40 large T antigen ATPase/helicase inhibition assay; higher % means a stronger effect. inhibition, % at 20 µM; hits with a dose series show IC50 in µM. actives 0.39% (n = 310,000); in the data active means a potency from the dose series; inconclusive means inhibition mostly from about 32% at the one dose, without a potency; inactive means the rest, 99 in 100 with inhibition below about 32%; further: strong numbers were not always called active
PhoP inhibition: PhoP-dependent GFP reporter repression – Salmonella Typhimurium, primary screen (AID 1863); actives 0.16% (n = 300,000); S. Typhimurium PhoP-regulated promoter GFP reporter, 4 h; higher % means a stronger effect; one-dose inhibition, % at 50 µM; IC50 in µM for titrated hits;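 active means inhibition over 29.93%, a cutoff 3 SD above the screen mean, later confirmed by dose response; inconclusive means inhibition over 29.93% but no dose response follow-up; inactive means inhibition at most 29.93% or unconfirmed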;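 further: 0% = low Mg2+ inducing control and 100% = high Mg2+ repressing control; strong numbers were not always called active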
Myeloid diff MLP: compounds promoting myeloid differentiation; actives 1% (n = 360,000); calls only at 10 µM; AID 624256; ER-HoxA9 myeloid progenitors, lysozyme-GFP differentiation, flow cytometry;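 active means normalized GFP-positive differentiation at or above the plate's own cutoff, the solvent-only control mean plus 3 SD; inconclusive means no clear call, values can overlap the other calls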;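 further: cells exposed to compound for four days before flow analysis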
K1F lysis inhibition: inhibition of K1F phage lysis, E. coli UTI89, bacterial capsule biogenesis inhibitors, alamar blue (AID 488966) | E. coli UTI89 K1F phage lysis, alamar blue, 2 h; higher % means a stronger effect | inhibition, % at 100 µM, or IC50 in µM where a hit was titrated | actives 0.02% (n = 340,000);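 active means phage lysis inhibition, versus mean bacterial control, above a set limit; inconclusive means no clear call, values can overlap the other calls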;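 further: capsule biogenesis inhibitors block K1F phage lysis so surviving cells raise fluorescence; higher fluorescence means more inhibition of phage lysis; actives were called in the ten point dose series up to 300 µM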
TNAP activators: stimulation of alkaline phosphatase TNAP activity – biochemical, luminescent, no phosphate acceptor, uHTS, primary screen (AID 1001); activation fold at 20 µM, or EC50 in µM where a hit was titrated; actives 0.03% (n = 200,000); purified TNAP, luminescent activation assay, no phosphate acceptor; higher activation fold means a stronger effect; in the data active means activation fold from about 3, or a potency from the dose series; inactive means the rest, 99 in 100 with activation fold below about 1.6; further: many of its hits are not listed in these tables
MgcRacGAP inhibition: MgcRacGAP GTPase-activating activity inhibitors, confirmation, biochemical, ADP Hunter fluorescence | MgcRacGAP-stimulated Rac1 GTP hydrolysis, ADP Hunter fluorescence; higher % means a stronger effect; GST-tagged Rac1 F28L mutant substrate | actives 0.6% (n = 340,000) | inhibition, % at 30 µM, or IC50 in µM where a hit was titrated;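 active means first-screen hits whose inhibition reached a set limit at any dose in the follow-up dose series; inconclusive means inhibition above the set first-screen limit but never retested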;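 further: fluorescence reports GDP produced by GAP-driven GTP hydrolysis; strong numbers were not always called active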
T cell modulator: T cell immune modulators affecting CD8 T cell-vesicle binding. AID 2052. calls only at 7 µM. 2C CD8+ T cell-vesicle binding, flow cytometry; stronger effect = lower value. actives 0.068% (n = 330,000);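 active means response, share of CD8 T cells binding vesicles, and their 90th percentile fluorescence all below set limits, cut at about 80% in these data, passing the limit was not always enough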
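Benchmarks: naked versus QL9-loaded vesicles / Assay system: purified 2C TCR transgenic mouse naive CD8+ T cells / Technique: high-throughput flow cytometry with anti-B7-1 and anti-CD8 staining / Timing: Cell–vesicle co-incubation 1.5 h at 37 °C, staining 20 min on ice / Read-out: percent CD8+ FL2 mean versus row control / Probe or stimulus: QL9-loaded Drosophila micro-vesicles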
RSV antiviral HEp-2: inhibition of RSV-induced cytopathic effect – HEp-2 cells, primary 10 µM value included (AID 2391); actives 0.13% (n = 310,000); HEp-2 cells, RSV-induced CPE inhibition; higher % means a stronger effect; CPE inhibition, % at 10 µM, or IC50 in µM where a hit was titrated; in the data active means a potency from the dose series; inconclusive means CPE inhibition mostly from about 23% at the one dose, without a potency; inactive means the rest, 99 in 100 with CPE inhibition below about 21%; further: strong numbers were not always called active
NTR1 agonist: NTR1-driven beta-arrestin-GFP spot formation – imaging, U2OS cells, high content, primary screen (AID 493036); P30989; agonist mode; activation, % at 20 µM; actives 0.17% (n = 330,000);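 active means activation at or above 40% of the spot to cytoplasm intensity ratio, with at least 20 cells analyzed; inconclusive means wells under 20 cells, flagged as cytotoxic or low count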;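 further: 0% = DMSO without peptide and 100% = 100 nM NTR1 peptide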
Target sequence (P30989 whole entry, looked up): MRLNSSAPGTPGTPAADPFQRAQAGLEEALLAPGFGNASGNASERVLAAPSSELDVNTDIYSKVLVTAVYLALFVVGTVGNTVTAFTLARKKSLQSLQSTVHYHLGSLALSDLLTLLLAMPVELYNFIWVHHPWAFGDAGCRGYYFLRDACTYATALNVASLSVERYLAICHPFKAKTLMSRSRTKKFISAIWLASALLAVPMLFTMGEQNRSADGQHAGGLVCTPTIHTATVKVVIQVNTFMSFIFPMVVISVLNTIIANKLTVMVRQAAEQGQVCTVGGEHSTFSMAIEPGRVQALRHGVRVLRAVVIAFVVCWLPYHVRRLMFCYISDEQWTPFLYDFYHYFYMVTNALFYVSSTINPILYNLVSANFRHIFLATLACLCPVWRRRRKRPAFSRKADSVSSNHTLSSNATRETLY
T cell modulator vesicle-bound %: further read-out of T cell modulator, marked with its call; double positive events, %; measured here: CD8+ vesicle-bound cell fraction;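 binding gate set so that unloaded-vesicle control wells show 10% double positive cells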
NTR1 agonist cell count 20 µM: recorded beside NTR1 agonist, whose call it bears; cell count; measured here: cell count, cytotoxicity flag
Myeloid diff MLP GFP+ MAC1+ %: further read-out of Myeloid diff MLP, marked with its call; GFP+ MAC1+ double positive, %; measured here: differentiation confirmed by MAC1 staining
Starred values were filed as active, the others as inactive; i = inactive; ? = inconclusive; / = no result given; [ ] = another dose, or the depositor's remark.

Preview:
SMILES	SV40 large T antigen	PhoP inhibition	Myeloid diff MLP	Myeloid diff MLP GFP+ MAC1+ %	K1F lysis inhibition	TNAP activators	MgcRacGAP inhibition	T cell modulator	T cell modulator vesicle-bound %	RSV antiviral HEp-2	NTR1 agonist	NTR1 agonist cell count 20 µM
Cc1c(C(=O)OC(C)CCN(C)C)oc2ccccc12 (stereo not given)	2%	-4%	i	0.4	1.5%	1.1	5%	i	5	-1.8%	-1.7	83
Cc1c(Cl)c(C(F)(F)F)nn1CC(=O)N1CCSCC1	28%	6%	i	1.7	0.1%	1.1	9%	i	54	-0.2%	-0.2	35

Results (from the top)
SMILES	SV40 large T antigen	PhoP inhibition	Myeloid diff MLP	Myeloid diff MLP GFP+ MAC1+ %	K1F lysis inhibition	TNAP activators	MgcRacGAP inhibition	T cell modulator	T cell modulator vesicle-bound %	RSV antiviral HEp-2	NTR1 agonist	NTR1 agonist cell count 20 µM
Cc1c(C(=O)OC(C)CCN(C)C)oc2ccccc12 (stereo not given)	2%	-4%	i	0.4	1.5%	1.1	5%	i	5	-1.8%	-1.7	83
Cc1c(Cl)c(C(F)(F)F)nn1CC(=O)N1CCSCC1	28%	6%	i	1.7	0.1%	1.1	9%	i	54	-0.2%	-0.2	35
COc1ccc(NC(=O)CSc2nnnn2C2CCCCC2)c(OC)c1	4%	3%	i	0.3	-0.1%	/	6%	i	15	1.2%	0.9	35
O=C(Cn1cc(C(=O)C(F)(F)F)c2ccccc21)NCc1ccco1	10%	-7%	i	0.1	0.0%	1.1	0%	i	46	1.3%	0.8	62
NS(=O)(=O)c1ccc(N/N=C/c2ccc[nH]2)c([N+](=O)[O-])c1	66µM*	3%	i	0.8	0.0%	/	9%	i	15	3.9%	0.5	70
CCc1cccc(OCC(=O)Nc2cc(Cl)ccc2-n2cncn2)c1	/	/	i	0.7	0.5%[50 µM]	/	5%	i	44	-0.3%	0.1	52
Cc1cc(NC(=O)CCC(=O)N(CC(=O)NC2CCCC2)c2cccc(C)c2C)no1	/	/	i	0.8	1.6%	/	10%	i	36	0.6%	-0.7	64
Cc1cccc(C)c1NC(=O)c1nc(S(=O)(=O)Cc2ccccc2)ncc1Cl	12%	-12%	i	0.0	-0.3%	/	3%	i	11	-1.8%	2.9	57
Cc1cc(F)ccc1NC(=O)Nc1ccc2c(c1)OCO2	2%	-3%	i	0.4	-0.1%	/	1%	i	13	1.9%	0.5	68
O=C(Nc1ccc(F)cc1)c1cccc2c1C(=O)N(Cc1ccccn1)C2	0%	-4%	i	1.1	0.0%	1.1	-1%	i	30	2.5%	-0.5	47
CCOc1ccccc1C(=O)NCC(=O)OCC(=O)N1CCCC1	/	/	i	1.5	-1.9%	/	5%	i	23	/	2.4	63
CC1CN(S(=O)(=O)c2cccc(C(=O)Nc3ccc(S(=O)(=O)Nc4ncccn4)cc3)c2)CC(C)O1 (stereo not given)	3%	-7%	i	0.5	1.7%	1	9%	/	/	/	/	/
CC(=O)N(CCCCl)C(C#N)c1ccccc1 (stereo not given)	6%	4%	i	0.2	0.4%	1	7%	i	33	-0.7%	-1.1	75
Cc1ccc2[nH]c(O)c(N=NC(=O)CCc3ccccc3)c2c1Br	10%	1%	i	0.7	0.2%[50 µM]	1.3	8%	i	47	16%	26	50
COCCNC(=O)CN(Cc1ccc(F)cc1)C(=O)CCC(=O)Nc1nccs1	-6%	5%	i	0.7	-0.6%	/	-1%	i	21	2.3%	-1.1	50
CCOC(=O)c1c(C)n(-c2ccc(C)cc2)c2c(C(C(C)=O)C(=O)O)c(Br)c(O)c(O)c12 (stereo not given)	18%	-2%	i	0.7	-0.1%	0.9	-18%	i	30	2.5%	4.8	50
CCc1c(C)nc(N2CCN(c3ccc(Cl)cc3)CC2)[nH]c1=O	4%	4%	i	0.5	0.3%	/	6%	i	52	2.7%	2.1	70
COC(=O)CN(c1ccc(Cl)cc1C)S(C)(=O)=O	12%	-7%	i	0.4	1.2%	1.2	2%	i	59	-1.2%	-0.3	37
COc1ccc(NC(=O)COc2ccc3c(c2)CCC3)cc1S(N)(=O)=O	/	/	i	0.7	1.2%[50 µM]	/	3%	i	36	/	-1.1	76
COc1ccc(C(=O)NC(=S)NC(C)(C)C)cc1Br	17%	9%	i	1.2	-0.6%	1	11%	i	36	13%	15	57
C#CCOCCOCCOCCNc1nc(N2CCN(C(=O)Cn3cc(CCCCN)nn3)CC2)nc(N2CCN(C(=O)[C@H](C(C)C)n3cc(CCO)nn3)CC2)n1	10%	2%	i	2.5	5.8%	1.2	9%	i	41	1.6%	-4.7	102
CC(=O)Nc1ccc(NS(C)(=O)=O)cc1	14%	-6%	i	0.3	0.0%	1.1	5%	i	14	2.1%	1.1	83
O=C(O)c1ccccc1C(=O)NCCc1c(C(=O)O)[nH]c2ccc(Cl)cc12	8%	-5%	i	0.6	0.0%	/	-8%	i	22	5.0%	-1.9	67
CCCNC(=O)c1cc(-c2ccccc2)c(N2CCCCC2)s1	4%	8%	i	0.5	0.4%	/	/	i	29	1.1%	5.5	94
CCOc1ccc(CCNC(=O)CS(=O)Cc2nc(-c3ccccc3Cl)oc2C)cc1OCC (stereo not given)	8%	-10%	i	3.0	-0.2%	/	-2%	i	40	2.8%	-0.1	46
Cc1ccc(NS(=O)(=O)c2cccc(C(=O)NCC(c3ccc(F)cc3)N3CCOCC3)c2)cc1 (stereo not given)	19%	-6%	i	0.9	-1.2%[50 µM]	/	-5%	i	11	-0.1%	0.3	47
COc1ccc(S(=O)(=O)N(CCCN2CCOCC2)Cc2cccc3ccccc23)cc1	3%	-3%	i	0.4	0.2%	1.1	8%	i	12	-1.9%	-1.4	41
CCN(C(=O)c1c(-c2ccccc2)noc1C)c1ccccc1	3%	9%	i	0.6	0.7%	1.1	8%	i	6	0.4%	-0.1	86
CC1=NN(/C(=N\c2nnc(C)s2)Nc2ccccc2)[C@H](c2ccc(C)cc2)S1	12%	5%	i	1.3	0.2%	1.1	6%	i	55	2.0%	-1.3	73
CC(C)n1cc(C(N)=S)c(=O)n(Cc2ccccc2)c1=O	-45%	3%	i	1.3	0.0%	/	7%	i	0	-0.2%	-0.1	86
CN=CC1=C(O)C(C(=O)OC)C(C)(C)CC1=O (stereo not given)	-2%	1%	i	0.4	0.7%	1	2%	i	23	0.7%	3.7	31
CCOC(=O)N1CCN(C(=O)CSc2cc(C)nc3c(-c4ccccc4OC)c(C)nn23)CC1	12%	2%	i	5.8	0.1%	1.1	7%	i	8	1.3%	0.1	43
CCOc1cc(/C=C/C(=O)c2ccc(OC)c(CN3CCOCC3)c2)cc(Br)c1O	31%	0%	?	/	-0.2%	/	14%	i	39	15%	6.3	45
Clc1cc(NCc2ccccc2)ncn1	16%	-3%	i	1.2	0.3%	/	9%	i	28	1.1%	11	96
O=C(CSc1ncn[nH]1)N1c2ccccc2Sc2ccccc21	10%	0%	i	0.3	-0.7%[50 µM]	/	13%	i	51	-0.3%	1.6	79
CCCS(=O)(=O)N1CCN(CCN2C(=O)c3cccc4cccc(c34)C2=O)CC1	/	/	i	0.0	1.5%	1	8%	i	8	6.7%	0.3	52
Cc1ccc(CN2CCN(/N=C/c3cc(Br)cc(Br)c3O)CC2)c(C)c1	6%	-13%	i	0.6	-4.8%	1	-5%	i	29	1.6%	1.8	55
CCC(=O)NC(=S)Nc1ccc(NC(=O)CC)cc1	4%	-2%	i	1.0	2.3%	1.1	8%	i	43	0.4%	-0.3	58
O=C(CCNS(=O)(=O)c1ccccc1)OCc1nnc(-c2ccccc2)o1	12%	-9%	i	0.7	1.5%[50 µM]	/	12%	i	26	-1.2%	0.6	66
O=C(Nc1ccc(S(=O)(=O)N2CCCC2)cc1)C1CCCCC1	5%	-2%	i	0.1	-0.2%	/	10%	i	19	3.9%	0.2	55
Cn1c(N2CCCCC2)nc2c1c(=O)n(Cc1cccc(Br)c1)c(=O)n2C	14%	12%	/	/	0.1%	1	2%	/	/	/	/	/
O=C(CNS(=O)(=O)c1cccs1)NCc1ccccc1	3%	2%	i	0.2	-2.3%	1.1	5%	i	55	0.6%	-1.8	26
O=C(/C=C/c1ccco1)OCc1nnc(-c2ccccc2)o1	17%	1%	i	0.4	0.3%	1.1	10%	i	32	1.8%	3.0	54
CCCCn1cnc2c(=S)nc(N)[nH]c21	14%	-9%	i	1.0	0.1%	/	19%	i	20	-1.7%	0.6	62
CC(C)[C@H](NC(=O)C1CCN(S(=O)(=O)c2ccccc2)CC1)C(=O)NCc1ccccc1	0%	11%	i	1.0	-0.1%	/	-3%	i	4	1.3%	-2.6	60
O=C(COC(=O)C1CC(=O)N(Cc2ccccc2)C1)c1ccc(F)cc1 (stereo not given)	12%	-2%	i	0.8	0.0%	1.1	-7%	i	42	1.8%	-1.0	56
COc1ccc(S(=O)(=O)Nc2nc3n(n2)C(c2ccc(Cl)cc2)CC(=O)N3)cc1 (stereo not given)	-1%	-7%	i	2.4	-0.2%	1.2	-10%	i	34	0.7%	-0.2	29
COc1ccc(CN2CCN(C(=O)c3ccc(F)cc3)CC2)c(OC)c1	6%	-2%	i	0.3	0.3%	/	24%	i	60	1.0%	2.9	64
Cc1ccc(CNC(=O)CN2C(=O)c3ccccc3S2(=O)=O)cc1	8%	1%	i	2.0	0.0%	/	6%	i	14	0.4%	0.2	54
COc1cc(C(=O)Nc2ccc3oc(-c4cccnc4)nc3c2)cc(OC)c1OC	12%	3%	i	0.5	0.4%	1.1	13%	i	15	1.8%	4.8	55
Cc1ccc(-c2nnc(-c3ccc(NC(=O)c4cccs4)cc3)o2)cc1	-3%	10%	i	4.3	0.1%	1.2	4%	i	7	-0.2%	5.1	63
COc1ccc(OC)c(/C=N/NC(=O)CCc2n[nH]c(=O)[nH]c2=O)c1	4%	6%	i	0.8	0.1%	1	4%	i	51	0.6%	-0.9	80
O=c1c2ccccc2c(-c2ccccc2)nn1-c1ccc(Cl)c(Cl)c1	13%	-10%	i	0.5	0.5%	1	13%	i	19	4.1%	/	/
COc1cccc(C(=O)NC(=S)NCc2ccco2)c1	5%	4%	i	0.7	5.9%	1.1	7%	i	36	2.6%	0.4	52

High-throughput results (PubChem)

The order is random, and some 2.3% of all compounds hit somewhere here.
